# Compound activity from PubChem BioAssay.
# HT1080 IDH1KD tx – HT-1080 IDH1 knockdown cell toxicity (counter line); HT-1080 IDH1 knockdown viability, ATP luminescence, 48 h; Potency, µM (series often up to 46.1 µM), for the others: top-dose activity, negative = toxicity, most hits filed as cytotoxic; 2% of 360,000 active;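 note: potency is the fitted concentration of half-maximal effect; 0% = DMSO wells and -100% = cell-free medium wells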
#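 Using the IDH1-knockdown HT-1080 line run in the same batch and compound series as the NT line, viability after 48 h at 37 °C was determined by CellTiter-Glo luminescence and expressed as % activity.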
# ATXN2 expr inh – reduces ATXN2 reporter expression in HEK-293 cells. HEK-293 ATXN2-luciferase reporter, luminescence, 24 h. Potency, µM (doses to about 57 µM), without a hit: at the highest dose activity change, negative = inhibition, hits mostly inhibitors. 0.72% of 360,000 active; note: potency is the fitted concentration of half-maximal effect; % is set by controls: 0 for no effect and ±100 for the full control effect; nearly all actives have a fitted effect of over 55% in size
#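 ATXN2-luciferase reporter cells (luciferase flanked by upstream and downstream ATXN2 gene portions) were treated 24 h at 37 °C with compounds at up to 57 uM. SteadyGlo luminescence gave expression; GF-AFC fluorescence gave viability.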
# HT1080-NT tox – kills 2HG-producing HT-1080-NT fibrosarcoma cells; HT-1080-NT fibrosarcoma viability, CellTiter-Glo ATP luminescence, 48 h; Potency, µM (titrated, usually from 46.1 µM), for inactives: at the highest dose activity, negative = less viability, actives largely listed as cytotoxic; 1.6% of 360,000 active;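 note: NT is the 2HG producing partner of a matched IDH1 knockdown line; potency is the fitted concentration of half-maximal effect; 0% = DMSO-treated cells and -100% = media-only wells without cells; nearly all actives have a fitted effect of over 55% in size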
#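 Luminescent CellTiter-Glo readout after 48 hours of compound exposure at 37 degrees C defined viability of HT-1080-NT cells. Activity was normalized to DMSO wells and cell-free media wells; concentration-response curves were fitted and assigned curve classes.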
# IL-1B inflam inh – blocks inflammasome-driven IL-1 beta release. THP-1 LPS/ATP IL-1B secretion, AlphaLISA, 16 h; hits give low values. activity change, % at 57.5 µM. 4.7% of 360,000 active; in the data active = activity change below about -50%; inconclusive = mostly about -30% to -49%; note: % is set by controls: 0 for no effect and ±100 for the full control effect
#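 THP-1 cells pretreated 1 hr with compounds (up to 57.5 uM final), then stimulated with LPS (250 ng/mL final) plus ATP (1.25 mM final); secreted IL-1B measured by AlphaLISA after 16 hr, decreased signal indicating inhibition.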
# S2 tox – viability counter-screen for ATXN expression inhibitors; AID 651635; S2 cells (HEK-293 line with an ATXN2-luciferase reporter) viability, CellTiter-Fluor protease fluorescence, 24 h; Potency, µM (titrated, usually from 56.7 µM), most hits filed as cytotoxic; 0.49% of 400,000 active; note: potency is the fitted concentration of half-maximal effect; nearly all actives have a fitted effect of over 40% in size
# KB-3-1 cytotox – KB-3-1 parental cell cytotoxicity. KB-3-1 viability, CellTiter-Glo ATP luminescence, 72 h. Potency, µM (series often up to 46.1 µM), for the others: top-dose activity change, negative = cytotoxic, usual class: cytotoxic. 1.4% of 400,000 active; note: potency is the fitted concentration of half-maximal effect; % is set by controls: 0 for no effect and ±100 for the full control effect; nearly all actives have a fitted effect of over 60% in size
#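 Parental KB-3-1 adenocarcinoma cells in phenol-red-free DMEM with 10% FBS were pin-treated with compounds at several concentrations, incubated 72 h at 37 °C, and viability read by CellTiter-Glo luminescence; concentration-effect curves were fitted after normalization.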
# MCF10A rerep – inducers of DNA re-replication in MCF 10A breast cells; MCF 10A DNA re-replication, Hoechst nuclear intensity, 48 h; Potency, µM (highest dose often 46.1 µM), inactives show top-dose activity, positive = re-replication, most hits filed as activators; 2.9% of 350,000 active; note: potency is the fitted concentration of half-maximal effect; % of control where 0% means no effect; nearly all actives have a fitted effect of over 50% in size
# HepG2 viability – counter-screen for TGF-b inhibitors: cytotoxicity in HepG2 cells. HepG2 CAGA-GFP viability, ATP luminescence, 18 h. 0.76% of 410,000 active. Potency, µM (top dose mostly 46.1 µM), inactives show at the highest dose activity change, negative = cytotoxicity, most hits filed as cytotoxic; note: potency is the fitted concentration of half-maximal effect; some results filed as inactive show a strong effect at the top dose
#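 CellTiter-Glo luminescence gave cytotoxicity after 18 hours at 37 degrees C. The cells were HepG2 CAGA-GFP in 1% FBS DMEM, stimulated with 500 pg/mL TGF-beta after compound addition. %Activity was normalised to no-cell wells (complete cell-killing) and DMSO (no toxicity), and curves were fitted and classified.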
# SW480 rerep – induces DNA re-replication in SW480 colon adenocarcinoma cells; 1.8% of 340,000 active; SW480 DNA re-replication, Hoechst DNA content imaging, 48 h; Potency, µM (series often up to 46.1 µM), inactives show at the highest dose re-replication activation, hits mostly activators; note: potency is the fitted concentration of half-maximal effect; % of control where 0% means no effect; nearly all actives have a fitted effect of over 55% in size
#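 Treated cells incubate 48 hr (37 C, 5% CO2), are stained 40 min with Hoechst, and nuclear fluorescence is enumerated; a rise in nuclei with high DNA signal marks re-replication.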
# Active calls of the source: *; i = inactive; ? = inconclusive; . = no result given; [ ] = dose if it differs, or a comment. Unless noted, calls come from the whole dose curve; as a rule, active = well fitted curve in the direction sought with a large enough effect; inconclusive = small, poorly fitted or top-dose-only effect, or another doubt; inactive = no such curve, though single readings can be large; an effect the other way counts as inactive or inconclusive.
no. | Structure | HT1080 IDH1KD tx | ATXN2 expr inh | HT1080-NT tox | IL-1B inflam inh | S2 tox | KB-3-1 cytotox | MCF10A rerep | HepG2 viability | SW480 rerep
1 | CCOC(=O)N1CCN(C(=O)c2ccc(C)c(S(=O)(=O)Nc3cccc(C)c3C)c2)CC1 | 0% | -9% | 2% | -18 | i | -2% | -1% | -15% | 3%
2 | COc1ccc(CNC(=O)C(C)NC(=O)c2cc3ccccc3o2)cc1 (stereo unspecified) | -4% | 5% | 0% | 12 | i | 5% | 1% | 11% | -5%
3 | COc1ccc(C(CC(=O)O)c2ccc3c(c2)OCO3)cc1 (stereo unspecified) | 5% | -20% | 21% | 17 | i | 3% | 0% | 8% | ?
4 | Cc1csc(SCC(=O)Nc2ccc(C)c(F)c2)n1 | 9% | . | 14% | 8 | i | 4% | 1% | 23% | -5%
5 | Cc1ccc(NC(=O)Nc2cnccn2)cc1 | 4% | 61%[activator] | 24% | -2 | i | 1% | 5% | 3% | 12%
6 | CC(=O)c1ccc(NS(=O)(=O)c2c(C)nc3scc(C)n3c2=O)cc1 | . | -8% | . | . | i | -1% | . | -20% | .
7 | O=C(C(Cc1ccccc1)n1cccc1)N1CCN(C2CCCCC2)CC1 (stereo unspecified) | -3% | 4% | -1% | 8 | ? | 9% | 4% | 1% | -11%
8 | CNC(=O)CSc1nnc(-c2ccccc2F)n1CCc1ccccc1 | 0% | . | 0% | 10 | i | 0% | -4% | 8% | -2%
9 | COc1cc(C(=O)OCC(=O)NC23CC4CC(CC(C4)C2)C3)cc(OC)c1OC | 0% | -26% | 2% | 14 | i | -8% | ? | 0% | -125%[inhibitor]
10 | O=C(Cn1ccc2cc(S(=O)(=O)N3CCCC3)ccc21)NCc1ccc(Cl)cc1 | . | 8% | . | . | i | -4% | . | -29% | .
11 | CC(C)c1ccc(/C=C/C(=O)Nc2ccc(CN3CCOCC3)cc2)cc1 | ? | ? | ? | -94* | ? | ? | 13µM* | -8% | ?
12 | CCn1c(SCC(=O)c2ccc(Cl)cc2)nnc1-c1ccoc1C | 8% | 6% | 19% | -30 | i | 1% | ? | 1% | ?
13 | Cc1ccc(C)c(C2=NNC(=NCc3ccccc3)SC2)c1 | -22% | -29% | ? | 25 | i | 0% | 23µM* | 9% | ?
14 | NNC(=O)C1=NOC2COC3(CCN(c4ncccn4)CC3)OCC12 (stereo unspecified) | 10% | 8% | 23% | -6 | i | -8% | -5% | -3% | 7%
15 | CC(C)c1ccc(CNCCSc2nnnn2C)cc1 | . | 1% | . | . | i | -8% | . | -1% | .
16 | C[C@@H]1COc2cccc(N3CCN(Cc4ccccc4F)CC3)c2S(=O)(=O)N1 | 1% | -8% | 0% | -5 | i | -4% | . | . | .
17 | CC1CCCN(C(=O)CSc2nnc(-c3ccco3)n2C)C1 (stereo unspecified) | 0% | -10% | 1% | -9 | i | -2% | -6% | 12% | 1%
18 | Clc1cccc(CSc2ccc(-c3ccco3)nn2)c1 | -5% | 16% | 7% | -12 | . | 17% | ? | 2% | 11%
19 | COc1cccc(C(=O)O/N=C(\N)c2ccc([N+](=O)[O-])cc2)c1 | 3% | 22% | 18% | -1 | i | -1% | 2% | -2% | 5%
20 | Cc1cc(C)c(NC(=O)CSc2nc(=O)n(CCN3CCOCC3)c3c2CCC3)c(C)c1 | -5% | 1% | 6% | 5 | i | 0% | -3% | 1% | -1%
21 | Cc1cc2cc3c(cc2nc1SCC(=O)Nc1c(C)cccc1C)CCC3 | 5% | -26% | 2% | 13 | ? | -2% | -4% | -35% | -6%
22 | OC[C@@H]1CN(Cc2ccc(Cl)cc2)C[C@H](n2cnc3c(NC4CCCC4)ncnc32)O1 | -4% | -10% | 6% | 17 | ? | -1% | . | -2% | .
23 | CCN(C[C@H]1N[C@@](C)(C(=O)OC)[C@H]2C(=O)N(Cc3ccccc3)C(=O)[C@@H]12)C(=O)Nc1ccc(F)cc1 | 6% | 11% | 3% | 8 | i | 0% | -5% | -2% | 0%
24 | COc1cc(NC(=O)c2cc(-c3cccs3)on2)cc(OC)c1OC | -29% | -11% | -23% | -6 | i | ? | ? | -17% | ?
25 | Cc1onc(C(=O)N2CCN(c3ccccc3F)CC2)c1-c1ccccc1Cl | 0% | -13% | 0% | 8 | i | -19% | 14% | -6% | 2%
26 | Cc1ccccc1NC(=O)Cn1nnc(-c2ccc(CN3CCC(C)CC3)cc2)n1 | 0% | . | -7% | -8 | i | 10% | 0% | 0% | -4%
27 | CC(NC(=O)CN1CCN(c2ncccn2)CC1)c1ccc(F)cc1 (stereo unspecified) | -1% | 5% | -4% | -12 | i | -1% | -7% | -6% | 9%
28 | Cc1nc(SCc2ccc(Cl)c(Cl)c2)ncc1C(=O)O | -14% | -11% | 1% | ? | i | -3% | ? | -9% | 1%
29 | C=CC(=O)NC(NC(=O)C=C)c1ccc(Br)cc1 | 2% | -21% | -3% | ? | ? | ? | ? | -9% | 11%
30 | CCCN(C1CCS(=O)(=O)C1)S(=O)(=O)c1ccc2ccccc2c1 (stereo unspecified) | -2% | -4% | -9% | -11 | ? | -3% | 11% | -18% | -4%
31 | O=C(OC1CCOC1=O)c1ccc2ncsc2c1 (stereo unspecified) | 12% | 5% | 16% | 18 | i | 4% | 2% | 1% | -5%
32 | COc1ccccc1/C=C/C1=NC(=C\C=C/c2ccccc2)/C(=O)O1 | 13% | 3% | 11% | 0 | i | 11% | ? | -8% | 21%
33 | COc1cc(OCc2ccccc2)c(OC)c(OCc2ccccc2)c1 | -6% | 6% | 1% | 4 | i | -10% | 16µM* | -17% | ?
34 | CC1(C)CC(=O)c2sc(NC(=O)C3COc4ccccc4O3)nc2C1 (stereo unspecified) | 0% | 3% | 14% | -22 | i | 12% | -1% | -30% | -5%
35 | CS(=O)(=O)O/N=C1\CCCCC1c1ccc([N+](=O)[O-])cc1[N+](=O)[O-] (stereo unspecified) | -6% | 9% | 1% | -11 | i | -16% | -3% | -12% | 25%
36 | Cc1ccc(CN2CCNC(=O)C2CC(=O)NCc2cc(C)n(C)n2)cc1 (stereo unspecified) | -4% | -2% | 3% | 9 | i | . | ? | 0% | 3%
37 | COc1ccc(N(C)C(=O)c2sc(Cl)nc2C)cc1 | -1% | -2% | 0% | -12 | i | -3% | -1% | -4% | ?
38 | COc1ccc(-c2cc3nc(-c4ccc(Br)cc4)cc(C(F)(F)F)n3n2)cc1 | . | 10% | . | . | i | 0% | . | -6% | .
39 | CCOC(=O)CC(=O)CSc1nc2c(sc(=S)n2-c2ccc(C)c(C)c2)c(=O)[nH]1 | -6% | -11% | -28% | -4 | i | -4% | ? | -11% | 4%
40 | CCOC(=O)N1CCC(=NNC(=O)c2ccc(O)cc2)CC1 | 0% | -13% | -2% | 0 | i | 5% | -3% | -4% | 0%
41 | O=C(Nc1nnc(-c2cccs2)o1)c1ccc(S(=O)(=O)N2CCOCC2)cc1 | ? | ? | -19% | 0 | i | ? | ? | -24% | 14%
42 | COc1ccc(C2OC(=O)CC2C(=O)NC2CCCC(C)C2C)cc1OC (stereo unspecified) | 2% | 0% | 1% | 9 | i | 6% | 8% | -5% | 13%
43 | CC(=O)Nc1ccc(C(=O)CSc2nc3ccc(C)cc3[nH]2)cc1 | 4% | 32% | 27% | 0 | i | 8% | -79%[inhibitor] | 13% | -10%
44 | COc1ccc(Nc2cc(C)nc3ccc(C)cc23)cc1 | -3% | . | -20% | -21 | ? | -8% | . | -40% | .
45 | C[C@@H](c1ccccc1)N1C[C@H]2CCCN2c2cc(Br)ccc2S1(=O)=O | ? | -20% | ? | 0 | i | ? | 7.3µM* | -17% | 16µM*
46 | Nc1ccn(CC(=O)NCCCc2ccccc2)c(=O)n1 | -1% | -6% | 13% | -4 | i | 1% | -28% | 5% | 2%
47 | COc1ccc(CCNC(=O)c2noc3c2CCCC3)cc1OC | -7% | 0% | 7% | 4 | i | ? | 0% | -6% | 1%

# By substructure: those above with fluorine (7)
no. | Structure | HT1080 IDH1KD tx | ATXN2 expr inh | HT1080-NT tox | IL-1B inflam inh | S2 tox | KB-3-1 cytotox | MCF10A rerep | HepG2 viability | SW480 rerep
4 | Cc1csc(SCC(=O)Nc2ccc(C)c(F)c2)n1 | 9% | . | 14% | 8 | i | 4% | 1% | 23% | -5%
8 | CNC(=O)CSc1nnc(-c2ccccc2F)n1CCc1ccccc1 | 0% | . | 0% | 10 | i | 0% | -4% | 8% | -2%
16 | C[C@@H]1COc2cccc(N3CCN(Cc4ccccc4F)CC3)c2S(=O)(=O)N1 | 1% | -8% | 0% | -5 | i | -4% | . | . | .
23 | CCN(C[C@H]1N[C@@](C)(C(=O)OC)[C@H]2C(=O)N(Cc3ccccc3)C(=O)[C@@H]12)C(=O)Nc1ccc(F)cc1 | 6% | 11% | 3% | 8 | i | 0% | -5% | -2% | 0%
25 | Cc1onc(C(=O)N2CCN(c3ccccc3F)CC2)c1-c1ccccc1Cl | 0% | -13% | 0% | 8 | i | -19% | 14% | -6% | 2%
27 | CC(NC(=O)CN1CCN(c2ncccn2)CC1)c1ccc(F)cc1 (stereo unspecified) | -1% | 5% | -4% | -12 | i | -1% | -7% | -6% | 9%
38 | COc1ccc(-c2cc3nc(-c4ccc(Br)cc4)cc(C(F)(F)F)n3n2)cc1 | . | 10% | . | . | i | 0% | . | -6% | .
